Compound activity from PubChem.
West Nile antiviral – inhibition of WNV-induced cytopathic effect – cell-based, CPE readout (AID 1621); West Nile virus-infected cells, CPE inhibition; higher % means a stronger effect; CPE inhibition, % at 10 µM, or IC50 in µM where a hit was titrated; actives 0.02% (n = 290,000); in the data active = a potency from the dose series; inconclusive = CPE inhibition mostly from about 3.7% at the one dose, without a potency; inactive = the rest, 99 in 100 with CPE inhibition below about 2.2%; note: strong numbers were not always called active
ER stress rescue – protection against thapsigargin-triggered cell killing – 384-well, CSM14.1, ATP luminescence, primary screen (AID 1222); CSM14.1 thapsigargin-induced death rescue, ATP luminescence; higher % means a stronger effect; one-dose cellular ATP content (survival), % at 20 µM; EC50 in µM for titrated hits; 190,000 tested, under 10 active;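 active = EC50 below 50 µM in the dose-response confirmation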;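 note: death triggered by thapsigargin at about 15 µM added after 2 h compound pretreatment; cell ATP read after overnight thapsigargin exposure of roughly 18 to 22 hours; normalized against plate controls of thapsigargin alone and 5% DMSO vehicle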
RSV antiviral HEp-2 – RSV antiviral activity via CPE protection, HEp-2 cells, primary 10 µM value included (AID 2391); HEp-2 cells, RSV-induced CPE inhibition; higher % means a stronger effect; CPE inhibition, % at 10 µM; hits with a dose series show IC50 in µM; actives 0.13% (n = 310,000); in the data active = a potency from the dose series; inconclusive = CPE inhibition mostly from about 23% at the one dose, without a potency; inactive = the rest, 99 in 100 with CPE inhibition below about 21%; note: strong numbers were not always called active
Insulin prom up – MIN6 insulin promoter up-regulation; actives 0.3% (n = 190,000); z-score at 5 µM; MIN6 insulin promoter-GFP reporter, high-content imaging; hits give high values; AID 1625;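 active = z-score above 3 at 5 µM with at least 500 cells counted in the well; inconclusive = wells under 500 cells, flagged as cytotoxic or low count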
PhoP inhibition – inhibitors of PhoP regulon expression, primary screen, Salmonella Typhimurium, GFP reporter (AID 1863). actives 0.16% (n = 300,000). one-dose inhibition, % at 50 µM; IC50 in µM for titrated hits. S. Typhimurium PhoP-regulated promoter GFP reporter, 4 h; higher % means a stronger effect;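 active = inhibition over 29.93%, a cutoff 3 SD above the screen mean, later confirmed by dose response; inconclusive = inhibition over 29.93% but no dose response follow-up; inactive = inhibition at most 29.93% or unconfirmed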;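 note: 0% = low Mg2+ inducing control and 100% = high Mg2+ repressing control; strong numbers were not always called active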
human PMI inhibition – inhibitors of human PMI, primary screen, biochemical, fluorescence intensity, coupled assay (AID 1209). inhibition, % at 20 µM; hits with a dose series show IC50 in µM. actives 0.42% (n = 190,000). purified PMI enzyme, coupled fluorescence intensity; higher % means a stronger effect;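 note: plate controls were DMSO vehicle for no effect and wells lacking substrate for full effect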
SV40 large T antigen – TAg ATPase/helicase activity blockers – biochemical (AID 1903). SV40 large T antigen ATPase/helicase inhibition assay; higher % means a stronger effect. one-dose inhibition, % at 20 µM; IC50 in µM for titrated hits. actives 0.39% (n = 310,000); in the data active = a potency from the dose series; inconclusive = inhibition mostly from about 32% at the one dose, without a potency; inactive = the rest, 99 in 100 with inhibition below about 32%; note: strong numbers were not always called active
TNAP activators – human TNAP enzyme activators, primary screen, biochemical, luminescent, no phosphate acceptor, uHTS (AID 1001); actives 0.03% (n = 200,000); one-dose activation fold at 20 µM; EC50 in µM for titrated hits; purified TNAP, luminescent activation assay, no phosphate acceptor; higher activation fold means a stronger effect; in the data active = activation fold from about 3, or a potency from the dose series; inactive = the rest, 99 in 100 with activation fold below about 1.6; note: many of its hits are not listed in these tables
PMI inhibition – MPI inhibition at elevated mannose 6-phosphate – biochemical, fluorescence intensity, high mannose 6-phosphate, primary screen (AID 1220); recombinant PMI enzyme, coupled fluorescence intensity; higher % means a stronger effect; inhibition, % at 20 µM, or IC50 in µM where a hit was titrated; actives 0.66% (n = 190,000)
Insulin prom up cell count – recorded beside Insulin prom up, whose call it bears; cell count; measured here: cytotoxicity, nuclei count;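 total cells summed across four imaged fields per well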
Numbers without * were called inactive; ? = inconclusive; . = no result given. Cut-off read from the data, not from the text of the source, unless noted: active = inhibition above about 50%; inactive = the rest. An unsorted share of the library; any-hit rate near 1.5%.

No.	SMILES	West Nile antiviral	ER stress rescue	RSV antiviral HEp-2	Insulin prom up	Insulin prom up cell count	PhoP inhibition	human PMI inhibition	SV40 large T antigen	TNAP activators	PMI inhibition
1	O=C(NCCNc1ccc([N+](=O)[O-])cc1C(F)(F)F)c1ccccc1	-0.5%	0.7%	15%	-0.73	1131	17%	2%	1%	1.1	1%
2	Oc1c(N=NC(=S)Nc2ccccc2F)c2ccccc2n1Cc1ccc(Cl)cc1	-0.4%	.	2.4%	-3	986	-7%	2%	9%	0.8	-4%
3	CC(=O)Nc1cccc(NC(=O)c2ccc(Br)cc2)c1	-0.6%	-1.8%	-0.7%	-0.54	1210	-4%	-17%	5%	1	-14%
4	Cc1cc(Cl)ccc1OCC(=O)NNC(=O)c1cnccn1	-0.3%	-0.1%	-0.1%	-0.89	1280	0%	20%	-1%	1	32%
5	NC(=O)CC(NC(=O)Cc1ccc(Br)cc1)c1ccc(N2CCc3ccccc3C2)c([N+](=O)[O-])c1 (stereo not given)	-0.2%	.	1.5%	.	.	-13%	.	2%	.	.
6	C=C1CCC2C(C)(C)[C@@H](O)CC[C@@]2(C)[C@@H]1COc1ccc2ccc(=O)oc2c1 (stereo not given in full)	-1.1%	.	1.3%	.	.	10%	.	-2%	.	.
7	Cc1cc2nc(SCC(=O)O)nc(C)c2cc1C	0.2%	-4.1%	1.0%	-0.14	1292	-2%	-4%	1%	1.1	-6%
8	COCCN(C(=S)Nc1ccc(Cl)cc1OC)C1CCN(C(C)=O)CC1	-0.2%	.	5.4%	0.69	802	4%	.	15%	.	.
9	O=C1CC(CC(=O)N/N=C/c2ccccc2[N+](=O)[O-])=NN1	-0.9%	-1.3%	-0.1%	-0.06	1277	3%	-7%	19%	1	2%
10	COc1ccc(C(C)=O)cc1CSc1nc2ccccc2c(=O)n1-c1ccccc1	-0.2%	2.3%	3.1%	-0.24	1365	-4%	7%	21%	1.1	-4%
11	CCCOC(=O)C1[C@H]2C(=O)N(C(C)c3ccc(OC)cc3)C[C@]23C=C[C@H]1O3 (stereo not given in full)	0.4%	3.7%	0.1%	0.3	1181	-9%	0%	0%	1.1	-3%
12	COc1ccc(C2c3ccc4ccccc4c3Oc3ncn(CCN4CCOCC4)c(=N)c32)cc1 (stereo not given)	-0.9%	-2.6%	1.9%	-1.2	985	3%	-7%	8%	1	-1%
13	CCc1ccc(/C=N/NC(=O)Cc2ccc(OC)c(OC)c2)s1	-0.7%	.	0.6%	.	.	-7%	.	3%	.	.
14	COc1ccc([N+](=O)[O-])cc1N(CC(=O)N(C)C)S(C)(=O)=O	0.1%	-0.3%	0.2%	0.73	1463	1%	6%	3%	1.1	5%
15	CCN(CC)c1nc(SCCOC(=O)Nc2ccccc2)nc(N(CC)CC)n1	-0.6%	1.5%	17%	?	.	2%	13%	1%	1.1	16%
16	COCCn1c(SCC(=O)NC(=O)NCc2ccccc2)nc2ccccc21	-1.7%	0.4%	-0.2%	.	.	-2%	16%	7%	1	10%
17	COc1ccccc1NC(=O)c1cc([N+](=O)[O-])ccc1NCCN1C(=O)CCC1=O	-1.0%	-1.1%	5.0%	0.03	1458	0%	10%	15%	1	14%
18	CSc1nc(C)cc(OCC(=O)N/N=C/c2ccccc2O)n1	-1.4%	-0.5%	6.0%	0.27	1353	4%	5%	4%	1	0%
19	CCCC(=O)Nc1nnc(SCC(=O)NC2CC2)s1	-0.1%	.	1.6%	.	.	-2%	.	3%	.	.
20	CN=C(Nc1cccnc1)c1ccccc1	-0.3%	.	0.3%	.	.	-3%	.	15%	.	.
21	CCN(c1ccccc1)S(=O)(=O)c1ccc(C(=O)NCCc2ccc(S(N)(=O)=O)cc2)cc1	1.3%	.	13%	.	.	7%	.	4%	.	.
22	CC(C)c1ccc(NC(=S)N2CCCC(c3ccc(F)cc3)=N2)cc1	0.8%	.	3.6%	0.1	1330	-6%	.	7%	.	.
23	O=c1c2ccccc2nc(COc2ccccc2)n1/N=C/c1cn[nH]c1-c1ccccc1	0.7%	-3.7%	6.1%	-0.35	1296	28%	7%	11%	1.1	1%
24	COc1ccc(C(=O)CC(=O)Nc2ccc([N+](=O)[O-])cc2)cc1	-0.9%	.	8.6%	.	.	-4%	.	6%	.	.
25	Cn1c(CCn2ccccc2=O)nc2cc(NC(=O)COc3ccccc3)ccc21	0.2%	.	-0.9%	.	.	1%	.	4%	.	.
26	COc1ccc(C(=O)N2CC3(CC(c4ccc(Cl)cc4)=NO3)C[C@H]2C(=O)NCC(N)=O)cc1 (stereo not given in full)	0.6%	-1.7%	1.7%	-0.06	1605	-2%	-2%	4%	1.1	5%
27	CC1=C(C(=O)Nc2ccccc2C(=O)NCCCN2CCN(C)CC2)SCCO1	1.0%	.	1.3%	.	.	10%	.	15%	.	.
28	COc1ccc(-c2nnc3n2-c2ccccc2SC3)cc1OC	-0.1%	0.8%	0.4%	0.48	1214	-2%	0%	15%	1.1	13%
29	CSc1nc2nccc(-c3ccc(-c4ccccc4)cc3)n2n1	0.6%	6.3%	8.4%	-0.53	989	3%	7%	4%	1.1	7%
30	Nc1nn(-c2ccccc2)c2ccc([N+](=O)[O-])cc12	-0.1%	.	3.9%	.	.	0%	.	7%	.	.
31	Cc1cc2ncn(CCCCOc3ccccc3)c2cc1C	-1.5%	5.7%	-2.4%	.	.	18%	4%	18%	1.2	2%
32	CCn1ccnc1CN(C)C(=O)CCc1nnc(CCC2CCCCC2)o1	-0.5%	1.1%	-1.5%	0.87	1658	-2%	-9%	6%	1.1	-7%
33	CCOc1ccc(N(CC(=O)NCc2ccc(OC)cc2)S(=O)(=O)c2c(C)noc2C)cc1	1.4%	1.1%	0.7%	-0.18	1619	13%	-11%	4%	1	-6%
34	CCN(C(=O)c1ccc(NC(C)=O)cc1)c1ccccc1C	-0.1%	-1.5%	2.3%	0.44	843	-2%	-1%	3%	1.1	-3%
35	CN(CC(=O)Nc1cccc(Cl)c1)S(=O)(=O)c1ccc2c(c1)n(C)c(=O)c(=O)n2C	0.7%	.	0.3%	.	.	-5%	.	8%	.	.
36	O=S(=O)(Nc1ccc(Cl)cc1)c1ccc(N2CCOCC2)c(NC(=S)NCCN2CCOCC2)c1	-1.1%	-0.1%	-1.4%	0.02	1627	6%	12%	6%	1.2	-3%
37	CC1(C)CC(=O)C/C(=N\NC(=O)C2CC23CCC3)C1 (stereo not given)	1.2%	0.0%	3.5%	-0.19	1427	-5%	7%	5%	0.9	10%
38	O=C(Nc1cccc(S(=O)(=O)N2CCCC2)c1)c1cccnc1	-0.3%	.	3.7%	.	.	-1%	.	9%	.	.
39	O=C(c1ccco1)N1CCN(C(=O)c2ccc(Cn3cc(Br)cn3)o2)CC1	.	1.1%	-0.2%	-0.1	905	3%	13%	11%	1.1	-2%
40	Cc1cc(C)nc(NC(=S)Nc2ccc(F)cc2F)c1	0.0%	0.6%	2.2%	-0.41	1647	13%	8%	5%	1	9%
41	O=C(Nc1ccc(Cl)cc1)C1CC=CCC1C(=O)OCC(F)(F)C(F)F (stereo not given)	0.0%	3.4%	-0.2%	0.69	1516	-4%	12%	-2%	1.1	14%
42	COc1ccc(CN(Cc2ccc(C(=O)O)cc2)C(=S)Nc2ccccc2C)cc1OC	-0.2%	-13%	0.4%	-0.5	1314	-1%	4%	-3%	1	5%
43	COc1cc(/C=N/n2cnnc2)ccc1Oc1nc(Cl)ncc1F	0.4%	-0.7%	0.9%	-0.26	1223	-8%	-10%	2%	1.1	-5%
44	NCCCCCc1nnc(SCC(N)=O)o1	0.5%	-5.9%	-1.3%	0.25	1261	9%	2%	18%	1.1	-1%
45	CCCn1c(/N=C/c2ccccc2O)nc2ccccc21	-0.5%	0.0%	3.4%	-0.67	1606	10%	11%	3%	1	7%
46	O=C(CN1C(=O)c2ccccc2S1(=O)=O)c1ccccc1	-0.8%	-4.1%	1.4%	-0.13	1231	-1%	2%	3%	1	-9%
47	CC1CCN(c2c(NCc3ccc(C(=O)N4CCN(C5CCCCC5)CC4)cc3)c(=O)c2=O)CC1	.	-0.7%	-0.4%	0.73	1110	-1%	-4%	4%	1.1	-10%
48	O=c1[nH]c(CN2CCN(S(=O)(=O)c3ccccc3C(F)(F)F)CC2)nc2sc3c(c12)CCCC3	-0.8%	-2.2%	?	0.27	1332	21%	10%	5%	1.3	2%
49	COc1ccc(S(=O)(=O)N2CCN(c3ccccn3)CC2)cc1[N+](=O)[O-]	-0.4%	.	0.6%	0.09	1149	-4%	.	-7%	.	.
50	COC(=O)c1cc2sc(Cl)cc2n1CC(=O)Nc1cccc(SC)c1	-0.4%	3.0%	1.5%	-0.53	1482	-16%	-2%	8%	1.1	2%
51	O=C1SCCC1NC(=O)C(c1ccccc1)c1ccccc1 (stereo not given)	-0.6%	.	0.8%	.	.	1%	.	-1%	.	.
52	Cc1ccc2nc(-c3ccccn3)cc(C(=O)Nc3ccc4c(c3)OCO4)c2c1	-0.9%	0.1%	4.4%	0.54	1479	0%	-7%	0%	1.1	3%
53	COCCn1c(SCC(=O)Nc2ccc(NC(C)=O)cc2)nc2c([nH]c3ccccc32)c1=O	0.3%	.	6.5%	.	.	-3%	.	16%	.	.
54	O=C(Nc1ccc(-c2nc3ccccc3[nH]2)cc1)C1CCCO1 (stereo not given)	-0.7%	-5.0%	-1.8%	0.43	1239	-1%	11%	4%	1.1	3%
55	O=C(O)c1ccccc1C(=O)NNc1ccc(F)cc1F	.	-0.2%	3.6%	0.24	1165	6%	-62%	2%	1.1	-153%
56	CCc1ccc(C(=O)COC(=O)c2cncc(Br)c2)cc1	0.5%	.	1.8%	-0.77	1181	0%	-15%	9%	1	3%
57	Cc1ccc(S(=O)(=O)NCCC(=O)Nc2nnc(C)s2)cc1	0.4%	0.3%	1.4%	0.32	1332	-7%	1%	12%	1.1	-5%
58	COc1ccc(CCN2C(=NC(=O)C(C)C)SC3CS(=O)(=O)CC32)cc1OC (stereo not given)	-0.3%	.	0.2%	-0.72	1074	.	.	9%	.	.
59	CCOC(=O)c1c(C)[nH]c(C(=O)OC/C(O)=C(\C#N)c2nc3ccccc3[nH]2)c1C	1.3%	3.8%	1.6%	.	.	3%	8%	10%	1	15%
60	C#CCSc1nnnn1-c1ccc(Br)c(C)c1	1.6%	.	-1.2%	0.25	1402	1%	.	5%	.	.
61	O=C(Nc1ccnn1C1CCN(Cc2ccc(CO)o2)CC1)c1ccccc1	0.1%	.	-0.2%	.	.	1%	.	-5%	.	.
62	COc1cc(C2C(C#N)=C(C)NC3=C2C(=O)CC(C)(C)C3)ccc1O (stereo not given)	-0.1%	-1.5%	0.9%	-4.5	672	6%	1%	6%	1.1	4%
